Screening results deposited in PubChem BioAssay by several laboratories.
GSK3B inh – human GSK3beta kinase inhibition; P49841; GST-GSK3beta kinase, ADP-Glo luminescence, 60 min; hits give low values; activity score (negative = inhibition), % at 10 µM; 300,000 compounds, 0.038% hits;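 active = more than half of replicate wells score below -50%, meaning over 50% inhibition versus plate controls; inconclusive = some replicates but at most half score below -50%; inactive = no replicate scores below -50%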;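 note: 0% = median DMSO wells and -100% = median GW8510 positive control wells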
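Test system: GST-tagged human GSK3beta kinase, cell-free; evaluation: activity score scaled between in-plate DMSO and GW8510 controls; measured by: ADP-Glo luminescence; incubation: 60 min reaction, RT; benchmarks: DMSO and 20 µM GW8510; reagent: peptide substrate plus 25 µM ATP (final); medium: Tris/MgCl2 kinase buffer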
Dyrk1A ADPGlo – Dyrk1A (rat) kinase inhibition | Q63470 | AID 504441 | ADP-Glo luminescence, NFATc1 peptide | 310,000 compounds, 0.43% hits | inhibition, % at 12.5 µM; in the data active = inhibition above about 50%;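 note: plate controls were vehicle with enzyme for no effect and no enzyme for full effect; many of its hits are not listed in these tables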
HSF-1 act – increases HSF-1 driven luciferase reporter signal. NIH3T3-HGL HSF-1 luciferase reporter, MG132, 8 h; 100% = twice DMSO control signal. activation, % at 9 µM. 300,000 compounds, 1.7% hits. AID 504408;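 active = mean replicate activation of at least 50% with a set share of replicates each reaching 50%; inconclusive = only one of those two conditions met; inactive = mean below 50% and too few replicates reaching it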;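 note: 0% = median of the neutral control wells and 100% = twice that signal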
Platelet DG rel – platelet dense granule release activity; 300,000 compounds, 0.22% hits; inhibition, %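 (compounds screened at 7.5 µM in platelet-rich plasma)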; AID 1663; human platelet-rich plasma, SFLLRN dense granule ATP release, luminescence;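 active = mean replicate score, as percent of positive control, at or above 50; inconclusive = mean below 50 but at least one replicate at or above 50; inactive = mean and every replicate below 50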
PolyA inhibitor – yeast polyadenylation inhibition | S. cerevisiae SKY197-pL101 polyadenylation reporter, beta-gal luminescence; efflux-impaired pdr1/pdr3 knockout yeast; score 100 = 6 SD above DMSO | AID 1875 | calls only at 12 µM | 300,000 compounds, 0.02% hits;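 active = lowest replicate activity score at least 50, where 100 means six control SD above control mean; inconclusive = lowest score under 50 but half or more replicates reach 50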;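 note: yeast exposed to compound for 9 h at 30 °C; higher score means more reporter readthrough which indicates perturbed polyadenylation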
HDAC3 inh – human HDAC3 inhibition; O15379; recombinant HDAC3, fluorogenic peptide/trypsin coupled, fluorescence; inhibition, % at 8.3 µM; 320,000 compounds, 0.15% hits; AID 2718; in the data active = inhibition above about 26%, passing the limit was not always enough; inconclusive = no clear call, values can overlap the other calls
Target sequence (O15379 whole entry, looked up): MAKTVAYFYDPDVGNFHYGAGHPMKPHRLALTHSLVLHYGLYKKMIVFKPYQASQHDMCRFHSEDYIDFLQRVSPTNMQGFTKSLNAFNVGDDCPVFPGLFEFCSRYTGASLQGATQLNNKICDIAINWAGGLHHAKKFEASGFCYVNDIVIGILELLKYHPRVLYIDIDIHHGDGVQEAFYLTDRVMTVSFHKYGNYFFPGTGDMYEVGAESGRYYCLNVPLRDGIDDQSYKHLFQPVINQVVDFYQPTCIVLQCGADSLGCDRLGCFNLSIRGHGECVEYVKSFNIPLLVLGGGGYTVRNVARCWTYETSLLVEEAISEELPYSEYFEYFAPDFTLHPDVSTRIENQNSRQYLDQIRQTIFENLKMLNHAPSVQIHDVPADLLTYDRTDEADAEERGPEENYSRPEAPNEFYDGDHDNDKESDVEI
HSP90 inh – inhibitors of HSP90 luciferase refolding in rabbit reticulocyte lysate; luciferase refolding luminescence, 3 h; inhibition, % at 5.6 µM; 290,000 compounds, 0.91% hits;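 active = inhibition above the screen-wide mean plus 3 SD, computed separately per campaign, cut at about 16% in these data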;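 note: 0% = DMSO wells and 100% = 60 µM geldanamycin wells; inhibitors lower the luminescence because luciferase stays unfolded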
AI-2 QS modul – Vibrio harveyi AI-2 quorum sensing modulation; Vibrio harveyi JMH597 AI-2 luminescence/OD600 ratio, 9 h; hits give low values; strain lacks LuxN and CqsS sensors; 0 = neutral-control median; activity change, % at 7.5 µM; 300,000 compounds, 0.4% hits; in the data active = activity change below about -75%, passing the limit was not always enough; inconclusive = no clear call, values can overlap the other calls;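 note: luminescence divided by OD600 gain over 9 h not by final OD600 alone; inactives centre near 13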
HSF1 inh – HSF1 inhibition | 300,000 compounds, 0.77% hits | AID 2098 | activity change, negative = inhibition, % at 7.5 µM (by protocol) | NIH3T3-HGL HSE-luciferase, MG132-induced, luminescence 8 h; hits give low values;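 active = more than half of replicate wells show activity change below -50%, luminescence cut by over half; inconclusive = some wells, but at most half, below -50%; inactive = no replicate well below -50%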;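 note: luciferase reports HSF-1 transcriptional activity via heat shock element; 0% = median of DMSO wells and -100% = zero luminescence signal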
GSK3 alpha inh – human GSK-3 alpha kinase inhibition; P49840; ADP-Glo luminescence, 60 min; inhibition, % at 10 µM; 320,000 compounds, 0.1% hits; AID 2650;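 in the data active = inhibition above about 50%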;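 note: GST-tagged GSK-3 alpha with peptide substrate and 25 µM ATP; 0% = DMSO neutral wells and 100% = GW8510 positive control wells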
Target sequence (P49840 whole entry, looked up): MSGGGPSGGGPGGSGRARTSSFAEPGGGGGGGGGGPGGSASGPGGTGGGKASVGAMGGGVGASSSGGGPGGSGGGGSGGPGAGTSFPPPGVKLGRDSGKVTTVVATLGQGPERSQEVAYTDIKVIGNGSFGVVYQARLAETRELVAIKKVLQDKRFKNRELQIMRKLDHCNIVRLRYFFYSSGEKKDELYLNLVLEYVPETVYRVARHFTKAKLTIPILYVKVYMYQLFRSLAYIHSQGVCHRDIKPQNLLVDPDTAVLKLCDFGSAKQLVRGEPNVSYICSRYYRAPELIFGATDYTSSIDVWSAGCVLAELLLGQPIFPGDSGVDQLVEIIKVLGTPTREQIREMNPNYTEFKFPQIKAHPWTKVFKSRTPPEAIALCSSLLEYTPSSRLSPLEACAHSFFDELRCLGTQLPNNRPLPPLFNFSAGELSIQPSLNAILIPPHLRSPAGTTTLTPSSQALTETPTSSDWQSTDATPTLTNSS
* hit, by the source's call; i = inactive; ? = inconclusive; . = not tested or not shown. The list is partial; the hit share may differ from the screen's.

nr	Molecule	GSK3B inh	Dyrk1A ADPGlo	HSF-1 act	Platelet DG rel	PolyA inhibitor
1	Cc1csc(N(C(=O)c2cccc(S(=O)(=O)N3CCCC3)c2)c2ccccc2)n1	1	0	-12	2	i
2	CCOC(=O)c1ccc(NC(=O)CSC2=NC(=O)C(CC)C(=O)N2)cc1 (centres undefined)	-2	3	2	7	i
3	CCc1ccccc1NC(=O)Cc1ccc(-n2cccc2)cc1	0	1	6	-8	i
4	O=C(Nc1ccc(Cl)cc1)Nc1nnc(CSCc2ccccc2Cl)s1	0	8	-3	1	i
5	O=C(Nc1ccc(C(=O)N2CCCC2)cc1)c1ccccc1F	-18	15	-11	28	i
6	CC(OC(=O)CCCOc1ccccc1)C(=O)NC(N)=O (centres undefined)	0	4	6	18	i
7	CCCN1CCN(C(=O)CCCn2c(C)c3cnn(-c4ccccc4)c(=O)c3c2C)CC1	-1	2	-2	1	i
8	O=C(NCCCn1ccnc1)C(=O)NCC1OCCN1S(=O)(=O)c1ccc2c(c1)OCCO2 (centres undefined)	2	0	12	1	i
9	COc1ccc(OC)c(NC(=O)Cc2coc3ccc4ccccc4c23)c1	-3	-3	7	-2	i
10	Cc1c(Nc2nc(C(F)(F)F)nc3ccccc23)c(=O)n(-c2ccccc2)n1C	-1	-5	-1	-5	i
11	O=C(Cn1nnc(-c2ccc(CN3CCOCC3)cc2)n1)Nc1nc(-c2ccccc2)cs1	1	-9	12	-3	i
12	CN(C)S(=O)(=O)c1ccc2c(c1)c(=O)c(C(=O)NCCCN1CCCCCC1)cn2C	-1	6	9	4	i

nr	HDAC3 inh	HSP90 inh	AI-2 QS modul	HSF1 inh	GSK3 alpha inh
1	5	6	10	4	-2
2	-6	1	21	2	2
3	-1	0	14	5	-2
4	-5	-2	30	-7	-1
5	3	1	77	11	20
6	1	0	-4	-5	-2
7	2	.	5	-3	-1
8	0	0	1	1	-1
9	2	0	-7	0	-2
10	3	-1	14	0	.
11	7	-1	30	6	-5
12	8	-1	43	-5	0

Next section:
nr	Molecule	GSK3B inh	Dyrk1A ADPGlo	HSF-1 act	Platelet DG rel	PolyA inhibitor
13	CN(C)S(=O)(=O)N(CC(=O)Nc1ccc2ccccc2c1)c1ccccc1	0	-1	-1	3	i
14	Cc1ccc(C(C)NC(=S)NCc2ccc(F)cc2)c(C)c1 (centres undefined)	3	-3	9	13	i
15	Cc1c(NC(=O)C2CCCN2S(=O)(=O)c2ccccc2)c(=O)n(-c2ccccc2)n1C (centres undefined)	-3	20	2	-4	i
16	N#C/C(=C\c1cccnc1)C(=O)Nc1ccc(SC(F)F)cc1	1	1	5	-1	i
17	Cc1ccc(S(=O)(=O)NCC(=O)N(CC(=O)NCc2ccco2)C2CCCC2)cc1	-2	0	30	12	i
18	CC(=O)c1c(C)[nH]c(C(=O)CSc2nnc(-c3ccccc3)o2)c1C	2	9	-5	-10	i
19	Cc1ccc(NC(=O)CSc2nc(-c3ccco3)nc3cc(=O)[nH]n23)c(Cl)c1	4	-1	5	5	i
20	COC(=O)C(NNc1ccccc1)(NC(=O)c1cccc(F)c1)C(F)(F)F (centres undefined)	-3	-5	-24	14	i
21	CC1=CS(=O)(=O)CC1Sc1nc2ccccc2[nH]1 (centres undefined)	3	-1	3	-9	i
22	COc1ccc(C(=O)NC2CCSc3ccccc32)cc1 (centres undefined)	3	3	1	?	i
23	O=C(CN1C(=O)NC2(CCc3ccccc3C2)C1=O)Nc1ccc(F)cc1 (centres undefined)	2	2	-3	-26	i
24	CCn1c(C)nc2cc(C(=O)NNC(=S)Nc3ccc(Cl)cc3)ccc21	-1	-2	3	-3	i

nr	HDAC3 inh	HSP90 inh	AI-2 QS modul	HSF1 inh	GSK3 alpha inh
13	12	5	14	-1	1
14	-7	2	5	5	-2
15	0	1	22	-5	0
16	5	-1	?	14	14
17	1	4	-4	-2	-3
18	0	-1	15	0	0
19	2	-2	23	-4	-1
20	-8	0	16	-6	-1
21	-7	-6	11	3	-2
22	3	-1	12	2	-2
23	10	-3	27	-1	-3
24	4	0	22	9	1

(list continues)
nr	Molecule	GSK3B inh	Dyrk1A ADPGlo	HSF-1 act	Platelet DG rel	PolyA inhibitor
25	Cc1ccc(C(c2c(C)n(C)n(-c3ccccc3)c2=O)c2c(C)n(C)n(-c3ccccc3)c2=O)s1	0	-5	17	3	i
26	COc1ccc(CNC(=O)C(c2ccncc2)N(C(=O)Cc2cccs2)c2cccc(C)c2)cc1 (centres undefined)	-3	2	28	-5	i
27	COc1ccc(Br)cc1CN1CCCCCC1	.	-4	17	1	i
28	CCc1ncc(C(=O)c2ccc(OC)cc2)n1C	6	-7	-8	4	i
29	Cc1cc(C)nc(SCC(=O)N/N=C/c2cccs2)n1	-2	3	-1	-4	i
30	CCOC(=O)c1c(C)n(OCc2ccccc2)c2ccc3nonc3c12	0	5	-5	12	i
31	O=C(COC(=O)c1ccc(Cl)c(Cl)c1)NC1CCCC1	-4	-2	10	3	i
32	O=C(O)CCC(=O)Nc1cccc(C(=O)Nc2cccc(Cl)c2)c1	2	-14	-6	2	i
33	CC(C)N(CCCNC(=O)c1ccc(CS(=O)(=O)c2c(Cl)cccc2Cl)o1)Cc1ccccc1	0	5	4	-5	i
34	COC(=O)c1c(C)[nH]c(/C=N/Nc2ccccc2)c1C	0	-1	2	12	i
35	CCOC(=O)c1c(C)[nH]c(C(=O)/C(C#N)=C/c2ccc(OC(F)F)c(OC)c2)c1C	2	1	-4	30	i
36	Oc1ccc(Cl)cc1/C=N/c1nccs1	1	-2	29	-2	i

nr	HDAC3 inh	HSP90 inh	AI-2 QS modul	HSF1 inh	GSK3 alpha inh
25	8	-4	31	6	3
26	-3	3	19	5	-3
27	-8	-1	.	-7	-1
28	7	2	18	-7	3
29	1	-5	52	-18	1
30	3	-2	21	-1	24
31	-2	-5	14	1	-1
32	2	1	30	-4	-1
33	-14	-2	0	4	-1
34	11	0	21	3	-2
35	-3	-3	21	-1	-3
36	-6	0	31	-4	4

9 entries already listed, sorted by molecular weight, rising.
nr	Molecule	GSK3B inh	Dyrk1A ADPGlo	HSF-1 act	Platelet DG rel	PolyA inhibitor
28	CCc1ncc(C(=O)c2ccc(OC)cc2)n1C	6	-7	-8	4	i
22	COc1ccc(C(=O)NC2CCSc3ccccc32)cc1 (centres undefined)	3	3	1	?	i
3	CCc1ccccc1NC(=O)Cc1ccc(-n2cccc2)cc1	0	1	6	-8	i
5	O=C(Nc1ccc(C(=O)N2CCCC2)cc1)c1ccccc1F	-18	15	-11	28	i
31	O=C(COC(=O)c1ccc(Cl)c(Cl)c1)NC1CCCC1	-4	-2	10	3	i
9	COc1ccc(OC)c(NC(=O)Cc2coc3ccc4ccccc4c23)c1	-3	-3	7	-2	i
35	CCOC(=O)c1c(C)[nH]c(C(=O)/C(C#N)=C/c2ccc(OC(F)F)c(OC)c2)c1C	2	1	-4	30	i
4	O=C(Nc1ccc(Cl)cc1)Nc1nnc(CSCc2ccccc2Cl)s1	0	8	-3	1	i
12	CN(C)S(=O)(=O)c1ccc2c(c1)c(=O)c(C(=O)NCCCN1CCCCCC1)cn2C	-1	6	9	4	i

nr	HDAC3 inh	HSP90 inh	AI-2 QS modul	HSF1 inh	GSK3 alpha inh
28	7	2	18	-7	3
22	3	-1	12	2	-2
3	-1	0	14	5	-2
5	3	1	77	11	20
31	-2	-5	14	1	-1
9	2	0	-7	0	-2
35	-3	-3	21	-1	-3
4	-5	-2	30	-7	-1
12	8	-1	43	-5	0

The list goes on.
nr	Molecule	GSK3B inh	Dyrk1A ADPGlo	HSF-1 act	Platelet DG rel	PolyA inhibitor
37	CCCCCCC(=O)c1c(C)[nH]c(C(=O)OCC)c1C	3	-3	53*	-5	i
38	O=C(Nc1ccccn1)c1ccc(S(=O)(=O)N2CCCC2)cc1	1	-4	17	13	i
39	COc1ccc(-n2c(SCC(=O)NCC3CCCO3)nc3c(c2=O)SCC3)cc1OC (centres undefined)	0	-7	-4	-5	i
40	CN(c1ccccc1)c1nc(N)c([N+](=O)[O-])c(N2CCCCCC2)n1	-1	14	78*	-20	i
41	O=C(CCc1c[nH]c2ccccc12)N1CCCCCCC1	1	-3	19	-4	i
42	Cc1c(NS(=O)(=O)c2cccs2)c(=O)n(-c2ccccc2)n1C	3	12	-3	-7	i
43	O=C(c1ccc2c(c1)OCO2)C1CCCN(Cc2ccc3cccc(F)c3n2)C1 (centres undefined)	-1	3	21	6	i
44	O=C(O)CCN1C(=O)c2ccc(NC(=O)CSCc3ccccc3)cc2C1=O	5	3	3	6	i
45	CC(C)C(=O)NCCc1nc(-c2ccccc2Cl)no1	-1	3	11	-15	i
46	CN1CCN(C(=O)C2CCN(S(=O)(=O)c3cnc[nH]3)CC2)CC1	4	-9	29	-3	i
47	COc1cc(C(=O)NCCc2ccc(S(N)(=O)=O)cc2)cc(OC)c1OC	-4	1	14	-7	i
48	Cc1ccc2cc(CN(CC3CCCO3)C(=S)Nc3ccccc3)c(=O)[nH]c2c1 (centres undefined)	3	2	13	2	i

nr	HDAC3 inh	HSP90 inh	AI-2 QS modul	HSF1 inh	GSK3 alpha inh
37	2	-2	7	29	.
38	5	.	11	8	0
39	.	-1	29	-4	-2
40	4	0	12	51	-1
41	4	1	7	1	-1
42	?	1	17	-9	-1
43	2	3	-1	7	0
44	-14	4	6	-3	-4
45	-5	.	30	-3	-2
46	-3	-1	17	0	-2
47	-3	2	5	-7	-1
48	-3	0	8	10	1

Other entries
nr	Molecule	GSK3B inh	Dyrk1A ADPGlo	HSF-1 act	Platelet DG rel	PolyA inhibitor
49	CCCCN(C)CCCNC(=O)c1cn(CC)c2ccc(S(=O)(=O)N3CCOCC3)cc2c1=O	2	1	0	6	i
50	CC(=O)Nc1ccc(NC(=O)CSc2nc(=O)n(Cc3ccncc3)c3c2CCC3)cc1	1	-10	-11	12	i
51	O=C(NC1CC1)c1cccc(S(=O)(=O)Nc2ccccc2F)c1	0	8	-8	-3	i
52	Cc1c(Cl)cccc1NC(=S)N1CCN(c2ccc([N+](=O)[O-])cn2)CC1	3	-2	8	25	i

nr	HDAC3 inh	HSP90 inh	AI-2 QS modul	HSF1 inh	GSK3 alpha inh
49	2	-2	0	-5	0
50	2	.	15	-7	0
51	-5	.	29	-15	-1
52	-2	-6	18	-4	-3
